Tau fibril ThT: inhibitors of human tau fibril formation, thioflavin T binding; AID 1460; Potency, µM (top dose mostly 57.4 µM), for inactives: at the top dose activity, negative = inhibition, usual class: inhibitors; 270,000 compounds, 2.1% hits; recombinant tau K18 P301L, heparin-induced fibrillization, ThT fluorescence; P10636; also: % is scaled to controls: 0 for no effect and ±100 for the full control effect; nearly all actives have a fitted effect of over 55% in size
Target sequence (P10636 561-689 P618L limits assumed): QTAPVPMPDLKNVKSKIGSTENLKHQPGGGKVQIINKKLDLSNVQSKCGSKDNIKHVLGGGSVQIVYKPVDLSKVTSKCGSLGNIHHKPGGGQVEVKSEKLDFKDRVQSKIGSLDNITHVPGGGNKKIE
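Fibril formation assay: tau K18 P301L at 15 uM with trace Alexa 594 label, heparin inducer 20 uM, pH 7 sodium acetate buffer, 37 C for 6 hr; endpoint ThT signal.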
GAA inhib: blocks human lysosomal alpha-glucosidase. 200,000 compounds, 0.005% hits. Potency, µM (top dose mostly 76.9 µM), inactives show top-dose activity change, negative = inhibition, usual class: inhibitors. P10253. AID 1466. purified human GAA, 4-MU-alpha-glucoside fluorescence;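 also: plate controls were uninhibited enzyme wells for no effect and no-enzyme background for full effect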
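Fluorescence at Ex 365/Em 440 nm from 4-methylumbelliferone reported enzyme activity after 20 min at room temperature. Reactions used 4 nM enzyme and 400 uM substrate at pH 5.0; curves fitted with the Hill equation.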
GAA glycogen: GAA glycogen-cleavage inhibition or activation; recombinant GAA, glycogen substrate, Amplex Red glucose oxidase fluorescence; P10253; 300,000 compounds, 0.38% hits; Potency, µM (top dose mostly 76.4 µM), for the others: top-dose activity change, negative = inhibition, hits mostly inhibitors;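 also: 0% = full enzyme reaction and -100% = no-enzyme basal signal; the screen sought inhibitors and activators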
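Recombinant human enzyme (4 nM); glycogen substrate; 37 C, 40 min, pH 5.0. Readout: coupled glucose oxidase/Amplex Red fluorescence.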
GAA spleen mod: lysosomal alpha-glucosidase (human) modulation | P10253 | human spleen homogenate, 4-MU-alpha-glucoside fluorescence | Potency, µM (titrated, usually from 79.9 µM), inactives show at the highest dose activity change, negative = inhibition, hits mostly inhibitors | 240,000 compounds, 0.006% hits;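 also: 0% = enzyme with vehicle and -100% = no enzyme basal signal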
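Human spleen homogenate (1 ug) with 4-methylumbelliferyl-alpha-D-glucopyranoside (1 mM final) in 50 mM citrate/phosphate pH 5.0, 0.01% Tween-20; 40 min at 37 C. Stopped at pH 10; 4-MU fluorescence Ex 365/Em 440 nm; AC50 by Hill fit.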
aGal spleen mod: alpha-galactosidase A (human) modulation; Potency, µM (titrated, usually from 80 µM), for the others: at the highest dose activity change, negative = inhibition, most hits filed as inhibitors; 240,000 compounds, 0.008% hits; human spleen homogenate, 4MU-alpha-Gal fluorescence, 40 min;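 also: 0% = enzyme with vehicle and -100% = no enzyme basal signal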
Target sequence (P06280 32-429 limits assumed): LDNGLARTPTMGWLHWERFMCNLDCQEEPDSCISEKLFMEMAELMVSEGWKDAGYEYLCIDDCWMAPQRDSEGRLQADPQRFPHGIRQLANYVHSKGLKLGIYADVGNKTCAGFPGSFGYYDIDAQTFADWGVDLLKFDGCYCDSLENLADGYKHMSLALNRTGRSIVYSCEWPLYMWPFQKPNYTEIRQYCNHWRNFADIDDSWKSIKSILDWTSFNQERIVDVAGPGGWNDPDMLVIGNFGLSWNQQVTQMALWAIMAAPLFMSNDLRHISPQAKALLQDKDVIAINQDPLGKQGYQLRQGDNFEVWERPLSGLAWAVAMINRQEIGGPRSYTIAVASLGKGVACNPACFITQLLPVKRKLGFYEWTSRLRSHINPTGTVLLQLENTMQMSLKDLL
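qHTS titration in buffer at pH 5.0. Alpha-galactosidase activity in spleen homogenate was measured via 4-methylumbelliferone release from 1 mM fluorogenic substrate after 40 min at 37C and a pH 10 stop. AC50 came from Hill fits of control-normalized data.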
Tau fluor cs: counter-screen for tau fibril formation inhibitors; tau K18 P301L Alexa594 fluorescence, heparin fibrillization; Potency, µM (doses to about 57.7 µM), for the others: top-dose activity change, negative = decrease; 280,000 compounds, 0.93% hits; AID 1463; also: % is scaled to controls: 0 for no effect and ±100 for the full control effect; nearly all actives have a fitted effect of over 55% in size
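Human K18 P301L tau (15 uM unlabeled plus 0.24 uM Alexa 594-labeled, final) in 100 mM sodium acetate pH 7 was mixed with compound and 20 uM heparin and incubated 6 hr at 37 C.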
Tau fibril FP: tau fibrillization inhibition (FP). P10636. K18 P301L tau heparin fibrillization, Alexa594 FP, 6 h. Potency, µM (highest dose often 57.7 µM), without a hit: at the top dose activity, negative = inhibition, hits mostly inhibitors. 280,000 compounds, 0.39% hits; also: % is scaled to controls: 0 for no effect and ±100 for the full control effect; nearly all actives have a fitted effect of over 55% in size
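Heparin (20 uM) drove fibril formation of recombinant tau K18 P301L, 15 uM unlabeled with 0.24 uM Alexa 594 label, for 6 hr at 37 C in 100 mM sodium acetate pH 7. Fluorescence polarization (555/632 nm) read 1 hr after 30 uM ThT.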
HTT ATP protect: cytoprotection in Huntington HTT-Q103 PC12 cell model; PC12 HTT-Q103 induced, cytoprotection, ATP luminescence, 40 h; Potency, µM (series often up to 56.4 µM), without a hit: cytoprotection (ATP increase), usual class: activators; 230,000 compounds, 0.14% hits;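 also: % of control where 0% means no effect; nearly all actives have a fitted effect of over 45% in size; toxic huntingtin expression switched on by the ecdysone agonist tebufenozide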
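Cells were plated at 1500 per well in phenol red-free DMEM with 5% equine and 5% calf serum. Tebufenozide (100 nM final) and compounds were added, then ATPlite reagent, and luminescence was read.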
Starred values were filed as active, the others as inactive; ? = inconclusive; / = not tested or not shown; [ ] = dose if it differs, or a comment. Calls follow the shape of the dose curve; as a rule, active = well fitted curve in the direction sought with a large enough effect; inconclusive = small, poorly fitted or top-dose-only effect, or another doubt; inactive = no such curve, though single readings can be large; an effect the other way counts as inactive or inconclusive. Potency is read from the fitted curve at half-maximal effect.

#1 O=[N+]([O-])c1cnn(-c2nc(-c3ccco3)cc(C(F)(F)F)n2)c1
#2 CSc1nc(-c2ccc(C)cc2)nc(C(Cl)Cl)n1
#3 CCOC(=O)/C(C#N)=C/c1cn(CCC(=O)O)nc1-c1ccc(Br)cc1
#4 C/C(=N\NC(=O)c1ccccc1O)C1C(=O)c2ccccc2C1=O
#5 Cc1cccc(C(CC(=O)NCc2ccco2)c2ccccc2)c1O (stereo not drawn)
#6 C/C=C(\C)C(=O)N1CC2(CC(c3cccc(NC(=O)CCCCC)c3)=NO2)C[C@@H]1C(N)=O (stereo partly drawn)

Compound	1	2	3	4	5	6
Tau fibril ThT	-0.9%	0.3%	2.7%	5.01µM*	-2.3%	0.7%
GAA inhib	1.0%	9.2%	0.0%	?	?	/
GAA glycogen	2.6%	5.6%	4.6%	-4.8%	?	4.5%
GAA spleen mod	4.2%	0.6%	-5.4%	-5.4%	10.0%	0.7%
aGal spleen mod	9.0%	-2.4%	-1.2%	2.6%	-13.4%	1.9%
Tau fluor cs	-8.8%	1.1%	-1.7%	?	-10.6%	6.3%
Tau fibril FP	6.6%	-0.4%	-7.8%	11.5%	-9.6%	2.1%
HTT ATP protect	-8.6%	-97.3%[inhibitor]	-10.2%[10 µM]	-95.3%[inhibitor]	-5.6%	17.4%[10 µM]

#7 CC1CCN(Cc2nc3c(c(=O)n(C)c(=O)n3C)n2CCCc2ccccc2)CC1
#8 Cc1c(Cl)cccc1NC(=S)NCC(c1cccnc1)N(C)C (stereo not drawn)
#9 CN(C)/C=C1\N=C(c2ccc(Cl)cc2Cl)OC1=O
#10 COC1[C@H](OC(N)=O)C(O)[C@H](Oc2ccc3c(O)c(NC(=O)c4ccc(O)c(CC=C(C)C)c4)c(=O)oc3c2C)OC1(C)C (stereo partly drawn)
#11 COc1ccc(/C=C/C(=O)Nc2ccc(-n3nncc3-c3ccc(OC)c(OC)c3)cc2)cc1OC
#12 CN(CC(=O)O)S(=O)(=O)c1cc(Cl)ccc1Cl

Compound	7	8	9	10	11	12
Tau fibril ThT	-2.2%	-11.1%	-10.6%	-7.3%	8.9%	9.9%
GAA inhib	-7.5%	-3.9%	-2.6%	/	5.8%	2.5%
GAA glycogen	-3.7%	-6.0%	-3.4%	/	4.4%	-2.2%
GAA spleen mod	-4.4%	2.0%	4.2%	8.0%	-11.8%	-1.4%
aGal spleen mod	-7.4%	-14.3%	3.4%	9.9%	2.9%	-1.9%
Tau fluor cs	2.8%	-9.8%	-6.2%	-11.7%	?	-1.1%
Tau fibril FP	3.0%	-5.5%	8.3%	-5.2%	?	-1.6%
HTT ATP protect	4.7%[0.074 µM]	-18.1%	-7.5%	-28.8%	0.5%[10 µM]	3.6%[10 µM]

#13 O=C(NCCO)C(=O)NCC1OCCCN1S(=O)(=O)c1cccs1 (stereo not drawn)
#14 Cc1ccccc1NC(=O)N1CCCC(c2nc(-c3ccc(C(C)C)cc3)no2)C1 (stereo not drawn)
#15 CCc1ccc(C2CC(c3ccc(C)cc3)Nc3nc(N)nn32)cc1 (stereo not drawn)
#16 COc1ccccc1-c1noc(-c2cccnc2)n1
#17 Cc1cc(NC(=O)CSc2nc3c(c(=O)n2Cc2ccccc2)SC(C)C3)no1 (stereo not drawn)
#18 CCc1ccc(NC(=O)N2CCN(c3ccccc3)CC2)cc1

Compound	13	14	15	16	17	18
Tau fibril ThT	15.6%	?	-5.5%	-7.6%	-13.3%	?
GAA inhib	3.1%	-14.9%	-6.0%	3.1%	/	0.3%
GAA glycogen	11.0%	-10.8%	10.1%	10.7%	4.3%	-8.2%
GAA spleen mod	-4.2%	-5.0%	-13.0%	4.7%	-4.3%	-0.3%
aGal spleen mod	-1.2%	-4.7%	-8.5%	-0.2%	0.1%	1.3%
Tau fluor cs	18.7%	-12.7%	-2.7%	-2.8%	-22.4%	-12.6%
Tau fibril FP	7.2%	0.8%	11.1%	1.0%	-4.9%	3.1%
HTT ATP protect	-13.2%[10 µM]	-14.7%[10 µM]	4.6%	-4.2%[10 µM]	-9.2%	-68.8%[inhibitor]

Single entries from the entries so far.
cpd 16 in GAA spleen mod: 4.7%
cpd 18 in GAA glycogen: -8.2%

(further entries)
#19 S=C(NCc1ccco1)Nc1cccc(Cl)c1
#20 CCN(CCCNC(=O)CCn1c(=O)[nH]c2ccccc2c1=O)c1cccc(C)c1
#21 CCCC(=O)Nn1cnc2c(c1=O)C1(CCCCC1)Cc1ccccc1-2
#22 CCOC(=O)c1c(C)oc2ccc(OC(=O)N3CCOCC3)cc12
#23 C[C@@H]1NC(=O)[C@H](CCC(=O)O)NC(=O)c2cc([N+](=O)[O-])cc(F)c2NCCC[C@@H](C(N)=O)NC1=O
#24 CN(C)c1ccc(-c2cc(-n3ccnc3)ncn2)cc1

Compound	19	20	21	22	23	24
Tau fibril ThT	-8.5%	?	1.4%	-7.2%	-3.6%	?
GAA inhib	-9.2%	-1.8%	0.2%	-7.2%	-1.5%	/
GAA glycogen	-2.2%	1.3%	0.7%	2.2%	-3.1%	/
GAA spleen mod	-3.5%	-5.1%	-8.4%	-24.7%	-6.3%	8.3%
aGal spleen mod	-10.3%	7.6%	-0.9%	4.1%	-4.4%	?
Tau fluor cs	-26.9%	?	-9.8%	1.7%	-3.1%	?
Tau fibril FP	-17.1%	8.1%	10.0%	3.9%	5.8%	-7.9%
HTT ATP protect	8.7%[10 µM]	-1.0%	-1.0%	-1.8%	/	-44.3%[inhibitor]

From entry 5 to 6, copied from above:
#5 Cc1cccc(C(CC(=O)NCc2ccco2)c2ccccc2)c1O (stereo not drawn)
#6 C/C=C(\C)C(=O)N1CC2(CC(c3cccc(NC(=O)CCCCC)c3)=NO2)C[C@@H]1C(N)=O (stereo partly drawn)

Compound	5	6
Tau fibril ThT	-2.3%	0.7%
GAA inhib	?	/
GAA glycogen	?	4.5%
GAA spleen mod	10.0%	0.7%
aGal spleen mod	-13.4%	1.9%
Tau fluor cs	-10.6%	6.3%
Tau fibril FP	-9.6%	2.1%
HTT ATP protect	-5.6%	17.4%[10 µM]

Next compounds
#25 CC(=O)c1cccc(NC(=O)c2ccc(C)o2)c1
#26 CCOC(=O)C(=O)N/N=C/c1ccco1
#27 CCOC(=O)CC1C(C(=O)OCC)ON2OC(C(=O)OC)C(C(=O)OCC)C12 (stereo not drawn)
#28 CCSc1nnnn1-c1ccccc1
#29 CCOc1ccccc1NC(=O)CN1C(=O)C(=O)N(Cc2ccco2)C1=O
#30 CCCN(CCC)CCCNC(=O)Cn1cnc2sc(C)c(S(=O)(=O)N3CCCCC3)c2c1=O

Compound	25	26	27	28	29	30
Tau fibril ThT	-4.7%	-0.5%	-9.1%	-9.1%	-6.9%	-0.1%
GAA inhib	-0.8%	/	-4.9%	-1.4%	2.4%	/
GAA glycogen	6.7%	-19.9%	-5.8%	-4.7%	-1.6%	17.1%
GAA spleen mod	5.5%	-3.3%	1.8%	-1.3%	-9.5%	/
aGal spleen mod	6.7%	0.6%	8.2%	3.0%	1.2%	/
Tau fluor cs	-1.4%	1.0%	-8.8%	-9.2%	-6.0%	-8.4%
Tau fibril FP	3.4%	-3.5%	-1.8%	-5.3%	1.5%	-10.4%
HTT ATP protect	-52.6%[inhibitor]	20.0%[10 µM]	-7.4%	4.8%[10 µM]	-10.0%[10 µM]	/

#31 CSc1nc2sccc2c(=O)[nH]1
#32 COc1ccc(CCNC(=O)CC2Nc3ccccc3NC2=O)cc1 (stereo not drawn)
#33 Cc1ccc(S(=O)(=O)NN2C(=O)c3ccccc3NC2c2ccco2)cc1 (stereo not drawn)
#34 COCCN(Cc1ccco1)C(=O)c1cc2c(=O)[nH]c3ccc(C)cc3c2s1
#35 O=C(NNc1ccc([N+](=O)[O-])cc1)c1ccccc1Cl
#36 CC(=O)Oc1cc(OC(C)=O)c2c(=O)cc(-c3ccc(OC(C)=O)c(OC(C)=O)c3)oc2c1

Compound	31	32	33	34	35	36
Tau fibril ThT	-11.2%	?	-12.5%	-9.2%	11.6%	?
GAA inhib	-4.0%	?	-5.7%	/	-4.4%	/
GAA glycogen	-10.6%	4.6%	-10.5%	8.0%[76.3 µM]	?	/
GAA spleen mod	2.9%	8.2%	-0.5%	/	2.7%	-6.3%
aGal spleen mod	2.2%	11.2%	4.2%	/	0.2%	-11.8%
Tau fluor cs	-9.1%	-18.0%	-15.6%	-6.2%	8.8%	?
Tau fibril FP	-5.9%	-9.8%	0.6%	-7.0%	1.5%	?
HTT ATP protect	?	-13.1%[10 µM]	-0.8%	/	/	4.7%[1.9 µM]

#37 C=CCNC(=O)/C(C#N)=C/c1cc(Br)ccc1OC
#38 CCN1C(=O)[C@@H]2C(C(=O)c3cnccn3)=NN[C@@H]2C1=O
#39 CCOC(=O)c1c(C)n(OCc2ccccc2)c2ccc3c(no[n+]3[O-])c12
#40 Clc1ccccc1CNc1nc2ccccc2c2nc(-c3cccnc3)nn12
#41 Cn1c(=O)cc(SCC(=O)NCCN2CCN(c3ccccc3F)CC2)c2cc(Cl)ccc21
#42 Cc1cc(C)c2nc(-c3ccccn3)cc(C(=O)NCCc3ccc(S(N)(=O)=O)cc3)c2c1

Compound	37	38	39	40	41	42
Tau fibril ThT	?	-6.4%	-5.5%	-5.0%	-5.6%	0.0%
GAA inhib	7.0%	/	?	/	-6.9%	0.6%
GAA glycogen	20.2%	7.5%	5.2%	19.3%[76.3 µM]	-5.6%	1.4%
GAA spleen mod	3.2%	-4.4%	0.6%	/	-6.5%	8.1%
aGal spleen mod	-3.9%	1.1%	3.6%	/	-7.6%	4.6%
Tau fluor cs	-4.2%	4.6%	-8.7%	-10.8%	-1.2%	-11.9%
Tau fibril FP	-4.9%	1.9%	-0.7%	?	12.5%	-3.3%
HTT ATP protect	9.5%[10 µM]	2.2%[10 µM]	15.3%[1.9 µM]	/	-15.2%	-76.4%[inhibitor]

Filtered by structure: the entries above containing bromine (2)
#3 CCOC(=O)/C(C#N)=C/c1cn(CCC(=O)O)nc1-c1ccc(Br)cc1
#37 C=CCNC(=O)/C(C#N)=C/c1cc(Br)ccc1OC

Compound	3	37
Tau fibril ThT	2.7%	?
GAA inhib	0.0%	7.0%
GAA glycogen	4.6%	20.2%
GAA spleen mod	-5.4%	3.2%
aGal spleen mod	-1.2%	-3.9%
Tau fluor cs	-1.7%	-4.2%
Tau fibril FP	-7.8%	-4.9%
HTT ATP protect	-10.2%[10 µM]	9.5%[10 µM]
